Screening results as filed in PubChem BioAssay.
MMP13 inh: blocks human MMP13 activity; inhibition, % at 4 µM; P45452; MMP-13 fTHP FRET cleavage, Mca fluorescence; 0.07% of 65,000 active;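 active = inhibition above the mean of compound-free control plate wells plus 3 SD, cut at about 14% in these data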;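 also: 0% = DMSO wells and 100% = wells with reference MMP-13 inhibitor after basal subtraction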
JNK3 blocker: blocks human JNK3 kinase activity. P53779. AID 746. 0.61% of 60,000 active. inhibition, % at 8 µM. purified JNK3 kinase activity, HTS; in the data active = inhibition above about 17%;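 also: 0% = DMSO and 100% = reference inhibitor; many of its hits are not listed in these tables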
NADH enzymes: blocks coupling enzymes of NAD/NADH assays; coupled PK/LDH NADH assays, four targets; IC50, µM (doses to about 10 µM), for inactives: at the top dose inhibition; 0.02% of 65,000 active; AID 774;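 active = single-dose screening hits from any of four coupled enzyme assays that gave an IC50 when retested across doses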;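 also: the DPM-DC format reads NADH fluorescence rather than 340 nm absorbance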
Fluor 339 460: intrinsic fluorescence of library compounds, ex339/em460 – biochemical, MLSMR library, data from DPM-DC assay, artefact control, profiling panel | compound autofluorescence, ex339/em460 nm, NADH buffer; hits give high values; 1 = no-compound wells, NADH background | fluorescence fold increase at 10 µM | 5.5% of 65,000 active;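 active = at 10 µM, mean starting fluorescence two-fold or more over control wells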;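 also: signal is the first read of a kinetic run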
Abs 340nm: absorbance at 340 nm; AID 708; 65,000 tested, under 10 active; compound absorbance at 340 nm, fold over control; fold change at 10 µM;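 active = at 10 µM dose, initial 340 nm absorbance at least 2 fold that of control wells; inactive = change under 2 fold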;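 also: initial absorbance extrapolated from kinetic A340 decline of NADH oxidation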
tolC growth inh: growth inhibitors of E. coli BW25113 tolC mutant | OD615 | growth inhibition, % at 10 µM (by protocol) | 2.2% of 65,000 active | AID 573;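 active = growth inhibition at or above a cutoff equal to the mean over every tested compound plus 3 SD, cut at about 60% in these data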;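 also: growth measured after 20 h incubation at 37 °C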
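test system = E. coli BW25113 ΔtolC::kan bacteria | medium = LB with kanamycin 50 µg/mL | signal = OD at 615 nm | schedule = 37 °C, 20 h exposure | evaluation = % inhibition of E. coli growth | compound dosing = one dose of 10 µM final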
ROCK2 blocker: blocks human Rho kinase 2 activity; O75116; purified ROCK2, Kinase-Glo ATP depletion luminescence; inhibition, % at 6 µM; 0.35% of 60,000 active; AID 604;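 active = inhibition above the screen-wide mean inhibition plus 3 SD, cut at about 18% in these data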;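 also: plate controls were DMSO wells for no effect and Y-27632 control wells after no-enzyme background subtraction for full effect; many of its hits are not listed in these tables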
Target sequence (O75116 whole entry, looked up): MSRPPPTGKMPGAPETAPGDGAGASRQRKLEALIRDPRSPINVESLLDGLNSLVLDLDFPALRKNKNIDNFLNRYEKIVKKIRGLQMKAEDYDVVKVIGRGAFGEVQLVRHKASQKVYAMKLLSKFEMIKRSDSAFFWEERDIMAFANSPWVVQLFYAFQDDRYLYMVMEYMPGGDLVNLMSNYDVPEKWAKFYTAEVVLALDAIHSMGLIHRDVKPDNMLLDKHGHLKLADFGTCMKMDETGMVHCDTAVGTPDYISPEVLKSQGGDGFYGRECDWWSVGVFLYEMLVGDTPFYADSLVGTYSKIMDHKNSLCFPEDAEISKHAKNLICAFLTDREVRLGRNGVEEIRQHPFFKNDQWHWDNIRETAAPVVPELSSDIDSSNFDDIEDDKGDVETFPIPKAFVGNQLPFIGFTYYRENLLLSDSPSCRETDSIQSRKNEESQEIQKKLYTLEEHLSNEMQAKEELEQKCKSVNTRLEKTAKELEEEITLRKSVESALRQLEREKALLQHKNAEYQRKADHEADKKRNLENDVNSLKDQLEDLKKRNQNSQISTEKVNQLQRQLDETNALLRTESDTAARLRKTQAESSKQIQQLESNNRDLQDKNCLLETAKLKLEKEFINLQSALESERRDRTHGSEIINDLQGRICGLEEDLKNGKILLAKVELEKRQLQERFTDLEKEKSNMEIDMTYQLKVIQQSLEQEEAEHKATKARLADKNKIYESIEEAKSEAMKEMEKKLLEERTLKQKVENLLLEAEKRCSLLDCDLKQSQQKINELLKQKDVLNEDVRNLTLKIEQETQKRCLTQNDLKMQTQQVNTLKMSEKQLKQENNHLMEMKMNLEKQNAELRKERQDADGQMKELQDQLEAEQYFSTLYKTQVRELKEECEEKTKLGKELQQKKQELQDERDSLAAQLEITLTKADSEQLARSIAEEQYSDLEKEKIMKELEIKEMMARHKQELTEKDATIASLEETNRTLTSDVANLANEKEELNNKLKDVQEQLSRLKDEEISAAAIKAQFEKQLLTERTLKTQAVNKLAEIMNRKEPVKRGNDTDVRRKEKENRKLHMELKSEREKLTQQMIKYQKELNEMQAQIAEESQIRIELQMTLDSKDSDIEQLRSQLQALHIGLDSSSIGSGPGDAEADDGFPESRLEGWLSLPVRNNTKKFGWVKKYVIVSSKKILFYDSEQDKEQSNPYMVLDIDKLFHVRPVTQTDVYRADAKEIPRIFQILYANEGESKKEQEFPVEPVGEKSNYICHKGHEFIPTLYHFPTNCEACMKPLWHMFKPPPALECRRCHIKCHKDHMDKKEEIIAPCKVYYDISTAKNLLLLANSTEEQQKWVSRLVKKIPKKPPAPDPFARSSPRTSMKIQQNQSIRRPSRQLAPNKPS
HEK293 NFkB inh: inhibitors of the PMA/ionomycin-induced NF-kB reporter in HEK293 cells; inhibition, % at 3 µM; 0.21% of 62,000 active; HEK-293 NF-kB luciferase reporter, luminescence;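 active = inhibition above the mean of all tested compounds plus 3 SD, cut at about 40% in these data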;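 also: 0% = stimulated DMSO wells and 100% = 10 µM reference inhibitor 5653914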
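System – HEK-293 cells with stable firefly luciferase reporter driven by four HIV NF-kB elements · Doses – one dose, 3 µM · Schedule – 1 h compound pre-incubation, 16 h PMA/ionomycin at 37 °C · Technique – luminescence from luciferase substrate reagent · Measure – percent inhibition normalized per plate to DMSO and reference-inhibitor controls · Replicates – tested once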
PKA kinase inh: blocks human protein kinase A activity; P17612; PKA Kemptide phosphorylation, Kinase-Glo ATP luminescence; inhibition, % at 6 µM; 0.1% of 65,000 active;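 active = inhibition above the screen-wide mean inhibition plus 3 SD, cut at about 21% in these data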; also: many of its hits are not listed in these tables
Active calls of the source: *; x = not tested or not shown; [ ] = dose if it differs, or a comment. An excerpt; rates above refer to the full screens.

compound	NADH enzymes	Abs 340nm	ROCK2 blocker	JNK3 blocker	Fluor 339 460	MMP13 inh	tolC growth inh	PKA kinase inh	HEK293 NFkB inh
CCOC(=O)c1sc2nc3n(c(=O)c2c1C)CCC(C)CC3 (stereo unspecified)	7.0%	1.05	-0.7	-14.8	1.12	8.6	30.2	-4.6	8.9
CCC(=O)Nc1cc2c(cc1C(C)=O)OCCO2	8.0%	1.06	x	x	1.54	-8.9	-5.1	7.1	11.9
O=C(COc1ccccc1)Nc1cccc(-c2nnc(-c3ccccc3)o2)c1	4.0%	1.02	2.8	-5.5	1.14	-11.6	23.1	0.7	-7.8
Cc1c(NC(=O)C(C)N2CC(C)OC(C)C2)c(=O)n(-c2ccccc2)n1C (stereo unspecified)	5.0%	0.99	-0.4	0.0	1.06	-1.6	-14.4	1.0	17.8
O=C(Nc1cccc(NC(=O)c2cccnc2)c1)c1cccnc1	4.0%	0.98	3.3	3.7	0.99	4.7	-15.7	8.7	4.5
Cc1ccc2nsnc2c1S(=O)(=O)N(Cc1cc2cccc(C)c2[nH]c1=O)CC1CCCO1 (stereo unspecified)	1.0%	1	-0.7	-2.7	1.05	-5.5	-0.5	-1.0	11.3
CC(C)C1N(S(=O)(=O)c2ccccc2)CCN1S(=O)(=O)c1ccccc1	3.0%	1.01	7.0	-4.3	1.03	-6.5	28.4	10.2	15.2
c1ccc(-c2noc(CSc3nnnn3C3CCCCC3)n2)cc1	5.0%	0.97	0.0	2.4	1.12	2.1	52.2	4.8	5.9
CCOc1ccccc1C1NC(=O)NC(C)=C1C(=O)OC1CCCCC1 (stereo unspecified)	7.0%	1.03	-2.1	-4.1	1.05	5.4	29.2	-8.7	15.1
Cc1ccc(S(=O)(=O)NCc2ccc(C(=O)N(C)CCC#N)cc2)cc1	6.0%	1.01	2.5	-5.6	1.09	3.5	2.3	10.9	-0.4
CC(C)(C)n1c(=O)[nH]c2c(c1=O)CCC2	9.0%	0.99	-3.2	5.7	1.01	3.2	-7.3	-6.5	14.6
C[C@H](C(=O)C=[N+]=[N-])N1C(=O)c2ccccc2C1=O	8.0%	1.02	3.2	1.5	1.08	1.0	-17.7	0.8	8.7
Cc1ccc(C(C)C)c(OCc2nnc3n2CCCCC3)c1	3.0%	1.04	2.5	-4.0	1.12	-8.1	22.9	14.3	6.9
CN1C(=O)c2cccc(NC(=O)CCc3ccccc3)c2C1=O	5.0%	1.05	0.7	3.6	1.48	-29.4	1.9	-7.5	-4.3
COC(=O)c1cn(CCOc2ccccc2)c2ccccc12	6.0%	0.99	-0.8	5.1	1.12	2.6	44.7	-3.0	7.4
Cc1cc(C)c2[nH]c(=O)c(CN(CC3CCCO3)C(=O)C3CCCO3)cc2c1 (stereo unspecified)	7.0%	1.05	1.9	1.1	1.94	-11.4	-4.2	-4.2	10.1
O=C(Oc1ccccc1)c1cc2ccccc2o1	2.0%	1.03	4.8	-1.5	1.12	1.6	71.0*	10.3	10.7
CCOC(=O)C1=C(C)N(c2ccccc2)C(=O)C1CC(=O)O (stereo unspecified)	6.0%	1.04	-3.7	-7.0	1.06	4.3	-5.7	-4.3	10.5
Cn1c(=O)c2c(nc(Oc3ccc4c(c3)OCO4)n2Cc2ccc(F)cc2)n(C)c1=O	1.0%	1.01	-8.6	-5.2	1.05	-5.8	8.8	5.2	x
O=c1[nH][nH]c2nc(C(F)(F)F)cc(C(F)(F)F)c12	3.0%	0.99	5.2	1.7	1.04	4.3	0.0	11.5	-0.8
O=C(CCCNS(=O)(=O)c1cccs1)N1CCN(c2cccc(Cl)c2)CC1	6.0%	1	x	x	0.98	1.8	11.4	4.8	10.4
CCOCCn1c(CN2CCCCC2)nc2c1c(=O)n(C)c(=O)n2C	10.0%	1.03	0.6	-0.2	1.11	6.2	-14.8	-1.0	4.8
COc1ccc(-c2cc(C(=O)NCc3cccnc3)no2)cc1OC	7.0%	1	3.8	-3.6	1.11	-1.3	18.4	-0.4	13.3
CCOC(=O)C1CCCN(c2ncnc3c2[nH]c2cccc(OC)c23)C1 (stereo unspecified)	8.0%[fluoresces]	1.12	-4.7	-2.5	3.67*	-154.6[fluorescence artefact?]	3.5	1.2	13.7
COc1cc(C(=O)Nc2ccc(N(C)C)cc2)cc(OC)c1OC	6.0%	1.06	7.4	-13.9	1.04	-0.4	4.8	10.6	6.1
O=C(Cc1ccc(S(=O)(=O)N2CCOCC2)s1)Nc1ccc2c(c1)CCC2	5.0%	0.98	-4.0	4.0	1.05	-0.4	-2.2	-1.9	14.1
c1ccc2c(c1)ncn2CCC1CCCCC1	7.0%	1.03	4.8	8.3	1.11	-2.0	48.4	5.6	9.6
O=C(N1CCN(c2ccccc2F)CC1)C12CC3CC(CC(C3)C1)C2	1.0%	1.01	0.2	-4.4	1.1	-1.6	88.9*	-0.3	11.7
CC(Oc1ccc2c(-c3ccccc3)cc(=O)oc2c1)C(=O)O (stereo unspecified)	9.0%	1.12	-4.0	-0.2	1.18	-2.1	-6.6	-1.7	15.6
Cc1cccc(C)c1OCCCCc1c(C)n[nH]c1C	4.0%	1.01	-1.4	-2.2	1.15	-0.4	49.3	6.5	16.5
CCCCNC(=O)CS(=O)Cc1nc(-c2cccs2)oc1C (stereo unspecified)	5.0%	1.03	2.2	6.6	1.12	3.9	-2.5	7.6	8.0
CSc1nc(-c2ccco2)cc(-c2ccccc2)c1C#N	2.0%	1.07	-1.1	0.0	1.31	-5.7	-11.0	1.3	3.3
Cn1c(CCNC(=O)c2ccco2)nc2cc(NS(=O)(=O)c3ccc(Cl)cc3)ccc21	1.0%	1.03	4.0	1.8	1.13	0.3	18.4	-1.5	10.6
Cc1ccc(C(=O)/C=C/Nc2cccc(O)c2)cc1	1.0%	1.02	-7.8	10.1	1.11	6.0	11.7	2.2	x
O=C(C1CCCN(Cc2ccncc2)C1)N1CCc2ccccc2C1 (stereo unspecified)	14.0%	1.01	5.2	5.9	1.07	-2.3	-9.2	5.8	12.0
Cc1ccccc1CSc1ncc(C#N)c(N)n1	3.0%	1.03	-1.4	-2.6	1.19	-5.0	15.7	2.0	-12.3
O=C(CN(Cc1ccccc1F)C(=O)Cn1nnc(-c2cccs2)n1)NCC1CCCO1 (stereo unspecified)	4.0%	1.02	4.5	-3.0	1.04	1.6	-2.1	8.5	-0.5
O=C(Nc1nnc(COc2ccc(F)cc2)s1)c1cccs1	3.0%	1.01	1.7	-0.1	0.98	-5.8	3.1	6.7	12.0
CCOc1ccc(N(Cc2cc3cc(OC)ccc3[nH]c2=O)S(C)(=O)=O)cc1	12.0%	1.02	-4.5	0.8	2.82*	-14.2	-12.1	-5.0	5.7
Cc1ccc(C)n1-c1ccc(-c2nnc3n2CCCCC3)s1	6.0%	1.2	3.9	2.8	0.84	2.3	9.1	7.5	9.3
COc1ccccc1N1CCN(CCCNC(=O)Nc2ccccc2)CC1	3.0%	0.99	-0.9	6.5	1.04	-2.5	7.9	-5.3	6.8
c1cc2c(cc1Nc1nc(-c3ccc4c(c3)OCO4)cs1)OCCO2	3.0%	1.03	24.1*	-6.0	1.18	0.3	11.3	12.4	-4.1
COc1ccccc1NC(=O)N1CCCC(C(=O)Nc2cccc(C)c2C)C1 (stereo unspecified)	5.0%	0.98	2.3	1.4	1.09	-4.7	-24.3	7.7	20.8
OC(COc1ccc2cc(Br)ccc2c1)CN1CCN(c2ccccn2)CC1 (stereo unspecified)	1.0%	1.05	0.9	-2.0	1.12	3.3	10.4	0.0	-0.8
CCOC(=O)CN(C(=O)CSc1nnc(C)n1-c1ccccc1)c1ccccc1	5.0%	1.01	5.5	-6.6	1.12	7.1	-4.1	-2.3	-0.5
C=C1CC(C)OC(c2ccccc2OCC(O)CN2CCCCC2)C1 (stereo unspecified)	2.0%	1.06	2.8	-0.2	1.14	-3.6	-11.1	-1.3	15.9
CCOC(=O)c1c(C)n(C)c2ccc(OCC(O)Cn3c(C)nc4ccccc43)cc12 (stereo unspecified)	4.0%	0.99	-3.3	1.7	0.99	2.2	44.8	2.9	4.7
O=C(CN1C(=O)CCSc2ccccc21)Nc1ccc(F)cc1	2.0%	0.99	-0.5	0.8	1.05	-1.1	-6.4	-2.0	17.1
CC(C)Oc1ccc(/C(O)=C2/C(=O)C(=O)N(CCCN3CCOCC3)C2c2ccncc2)cc1 (stereo unspecified)	3.0%	1.06	-4.8	1.3	1.02	-0.1	-14.2	-4.7	8.9
COCCCN1C(=O)C(=O)/C(=C(/O)c2ccc(C)cc2)C1c1ccccc1 (stereo unspecified)	4.0%	1.07	7.3	3.9	1.07	1.2	-10.7	11.7	20.9
O=C(Cn1cccc1C(=O)c1ccccc1)NCc1ccc2c(c1)OCO2	4.0%	1.01	3.8	-3.8	1.11	-4.0	0.7	4.5	13.9
CS(=O)(=O)N(Cc1ccc(F)cc1)Cc1nc2ccccc2c(=O)[nH]1	8.0%	0.99	0.2	1.2	1	-8.5	-17.5	-0.5	5.5
Cc1ccc(Cn2nnc3c(=O)n(CC(=O)N4CCCCC4)cnc32)cc1	5.0%	0.99	4.1	4.6	1.08	4.9	-5.7	12.7	2.6
N#Cc1nc(COc2ccc(Cl)cc2Cl)oc1N1CCN(c2ccccc2)CC1	6.0%	1.05	6.8	2.3	1.08	4.6	31.0	12.6	-0.2
CC(C)(C)OC(=O)NCC(=O)NCC(=O)OCc1ccccc1	4.0%	1.01	2.7	-2.4	1.13	5.0	-5.0	3.5	10.3
CCCCn1c(=O)c2c(c3ccccc31)OCC(=O)N2	7.0%	1.08	2.5	-4.7	1.01	-3.6	-25.5	3.9	-2.5
CC(C)(C)n1nnnc1C(c1ccc(C#N)cc1)N1CCCC2(CCCCC2)C1 (stereo unspecified)	7.0%	0.97	-0.2	-1.0	1.07	3.5	16.4	-1.2	1.0
Cc1ccc(N(CC(O)CN(C)C)S(=O)(=O)c2ccccc2)cc1 (stereo unspecified)	10.0%	1.01	5.2	-3.4	1.03	3.1	5.2	4.5	x
Cc1ccc(C(=O)NCCN2CCOCC2)cc1Cl	2.0%	1	6.1	1.9	1.09	-2.6	-3.5	12.4	11.6
COc1cccc(N2CCCn3c2nc2c3c(=O)n(CCN3CCOCC3)c(=O)n2C)c1	2.0%	1.06	-3.0	-4.5	1.17	1.7	-6.0	6.3	19.5
CN(C)S(=O)(=O)c1ccc(C(=O)OCCCN=C2NS(=O)(=O)c3ccccc32)cc1	2.0%	1.04	-0.5	4.1	1.04	4.1	8.1	4.3	4.9
COc1cccc(/C=N/n2c(C)nc3ccccc32)c1OC	3.0%	1.03	6.2	-0.6	1.07	2.8	40.2	5.5	11.2

Given with each value named: two of the compounds above.
CC(C)(C)OC(=O)NCC(=O)NCC(=O)OCc1ccccc1
  NADH enzymes: 4.0%
  Abs 340nm: 1.01
  ROCK2 blocker: 2.7
  JNK3 blocker: -2.4
  Fluor 339 460: 1.13
  MMP13 inh: 5.0
  tolC growth inh: -5.0
  PKA kinase inh: 3.5
  HEK293 NFkB inh: 10.3

CC(C)(C)n1nnnc1C(c1ccc(C#N)cc1)N1CCCC2(CCCCC2)C1 (stereo unspecified)
  NADH enzymes: 7.0%
  Abs 340nm: 0.97
  ROCK2 blocker: -0.2
  JNK3 blocker: -1.0
  Fluor 339 460: 1.07
  MMP13 inh: 3.5
  tolC growth inh: 16.4
  PKA kinase inh: -1.2
  HEK293 NFkB inh: 1.0
